# Compound activity (PubChem BioAssay)
# CHRM1 PAM: human M1 muscarinic receptor positive allosteric modulators, primary screen, CHO-K1 cells, Fluo-8 calcium fluorescence, 1536-well; 360,000 compounds, 0.088% hits; activation, % at 3 µM; AID 588819, 2011; CHO-K1 hM1, ACh EC20; 0% = ACh EC20, 100% = maximal ACh; in the data active means activation above about 19%, passing the limit was not always enough
# V1aR counter: agonists of human V1a receptor, primary screen, counter-screen for OXTR agonist project, fluorescence, CHO-V1R cells; Vasopressin V1a receptor (Homo sapiens), P37288; Fluo-8 calcium fluorescence, agonist mode; 0% DMSO, 100% 3 nM vasopressin; activation, % at 3 µM; 320,000 compounds, 0.25% hits; AID 2797, 2010;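 active means activation above the mean activation of all tested compounds plus 3 SD, per screening run, cut at about 20% in these data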;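 further: signal is peak over basal fluorescence ratio across a 100 second FLIPR read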
# OXTR ag: human OXTR agonists, primary screen, fluorescence, CHO-OTR cells, Fluo-8 calcium; Oxytocin receptor (Homo sapiens), P30559; Fluo-8 calcium fluorescence; normalized: DMSO 0%, oxytocin 100%; activation, % at 3 µM; 320,000 compounds, 0.32% hits; AID 2435, 2010;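 active means activation above the mean of all tested compounds plus 3 SD, cutoff set per screening run, cut at about 20% in these data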;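 further: peak over basal fluorescence ratio from a 100 s FLIPR kinetic read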
# Target sequence (P30559 whole entry, looked up): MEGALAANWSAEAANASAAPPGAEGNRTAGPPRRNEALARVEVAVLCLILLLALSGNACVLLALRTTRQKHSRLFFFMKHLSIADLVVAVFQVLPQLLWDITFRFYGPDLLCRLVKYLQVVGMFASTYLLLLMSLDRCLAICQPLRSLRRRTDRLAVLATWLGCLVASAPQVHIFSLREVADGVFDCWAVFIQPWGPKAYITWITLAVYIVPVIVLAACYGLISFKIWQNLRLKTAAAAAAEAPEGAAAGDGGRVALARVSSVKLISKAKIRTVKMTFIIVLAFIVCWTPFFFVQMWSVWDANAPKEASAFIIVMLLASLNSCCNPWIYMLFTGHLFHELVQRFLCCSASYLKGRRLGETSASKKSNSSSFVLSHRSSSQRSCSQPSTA
# M1 ag: human M1 muscarinic receptor agonists, primary screen, Fluo-8 calcium fluorescence, CHO-K1 cells, HTS; CHO-K1 hM1, agonist mode; 0% DMSO, 100% acetylcholine EC100; 360,000 compounds, 0.33% hits; activation, % at 3 µM; Muscarinic acetylcholine receptor M1 (Homo sapiens), P11229; AID 588814, 2011;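 active means activation above the run's mean compound activation plus 3 SD, cut at about 16% in these data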;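 further: peak over basal fluorescence ratio within a 140 s kinetic read after compound addition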
# TAAR1 antagonist: human TAAR1 antagonists, primary screen, Fluo-8 calcium fluorescence, CHO RD-HGA16 cells; inhibition, % at 3 µM; 360,000 compounds, 1.5% hits; antagonist; Trace amine-associated receptor 1 (Homo sapiens), Q96RJ0;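 active means inhibition above a per-plate cutoff, the mean inhibition of test compounds on that plate plus 3 SD, cut at about 49% in these data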;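 further: 0% = DMSO plus EC80 beta-PEA response and 100% = DMSO alone without agonist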
# Target sequence (Q96RJ0 whole entry, looked up): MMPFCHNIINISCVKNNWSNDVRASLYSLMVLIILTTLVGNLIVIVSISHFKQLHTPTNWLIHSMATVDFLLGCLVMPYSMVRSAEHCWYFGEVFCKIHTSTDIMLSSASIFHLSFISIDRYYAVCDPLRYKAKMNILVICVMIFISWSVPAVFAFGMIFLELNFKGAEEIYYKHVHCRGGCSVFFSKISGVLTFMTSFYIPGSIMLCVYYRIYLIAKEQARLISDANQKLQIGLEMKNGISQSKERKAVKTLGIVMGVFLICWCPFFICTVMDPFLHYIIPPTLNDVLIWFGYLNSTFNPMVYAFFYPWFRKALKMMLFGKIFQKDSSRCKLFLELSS
#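 Material: RD-HGA16 CHO cells with stable hTAAR1 and Gα16; Dosing: single nominal final test compound concentration of 3 µM; Schedule: seeding 17-24 h prior, 75-min 37 °C, 30-min RT dye loading; Detection: kinetic Fluo-8 calcium fluorescence measurement; Measure: % inhibition from peak post-agonist over basal fluorescence ratio; Benchmarks: vehicle and agonist controls.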
# OXTR potentiate: human OXTR potentiators, primary screen, fluorescence, CHO-OTR cells, Fluo-8 calcium | Fluo-8 calcium fluorescence, potentiator mode; 0% = oxytocin EC15, 100% = EC100 | activation, % at 3 µM | 320,000 compounds, 0.061% hits | AID 2445, 2010 | Oxytocin receptor (Homo sapiens), P30559;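 active means activation above that plate's cutoff, the mean activation of tested compounds plus 3 SD, cut at about 6.6% in these data, passing the limit was not always enough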;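 further: 100% uses oxytocin at 75 nM as the full agonist control; some results filed as inactive read as strong as hits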
#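 System: human OTR in CHO cells / Also added: sub-maximal oxytocin, roughly EC15 / Control set: EC15 oxytocin low, 75 nM oxytocin high / Schedule: 6 min compound pre-incubation at room temperature, 100 s kinetic read / Compound: single-point 3.0 µM / Replication: singlicate / Technique: Fluo-8 calcium dye fluorescence / Read-out basis: % activation of max/min ratio relative to oxytocin controls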
# CHO parental Ca: ATP-evoked calcium signal inhibitors, parental CHO, primary screen, counter-screen for OX1R antagonist project, cell-based, fluorescence, Fluo-8 calcium dye | 330,000 compounds, 0.63% hits | AID 463079, 2010 | inhibition, % at 5.6 µM | parental CHO-K1, ATP-induced calcium, Fluo-8 fluorescence;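 active means inhibition above that plate's mean sample inhibition plus 3 SD, cut at about 26% in these data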;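 further: 0% = ATP-challenged DMSO wells and 100% = DMSO wells without ATP; some compounds past the cut are filed as inactive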
#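 Material – parental CHO cells · Reagent – ATP stimulus · Compound – single nominal dose of 5.6 µM per compound · Detection – Fluo-8 fluorescence · Read-out basis – percent inhibition of calcium signal · Controls – ATP-challenged DMSO wells low, unchallenged DMSO wells high · Repeats – no replicates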
# M1 antag: human M1 muscarinic receptor antagonists, primary screen, CHO-K1 cells, Fluo-8 calcium fluorescence, 1536-well | CHO-K1 hM1, ACh EC80 antagonist | inhibition, % at 3 µM | 360,000 compounds, 1.3% hits | AID 588852, 2011;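 active means percent inhibition above its own plate's cutoff, namely the mean of that plate's compound wells plus 3 SD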;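 further: peak over basal fluorescence ratio during 140 s after agonist addition; 0% = ACh EC80 plus DMSO and 100% = DMSO alone without agonist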
# TAAR1 agonist: human TAAR1 agonists, primary screen, Fluo-8 calcium fluorescence, CHO RD-HGA16 cells. Trace amine-associated receptor 1 (Homo sapiens), Q96RJ0. activation, % at 3 µM. 360,000 compounds, 0.99% hits. vehicle wells 0%, saturating PEA agonist 100%;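 active means activation above the mean activation of all test compounds in the run plus 3 SD, cut at about 38% in these data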
#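 System: CHO-derived RD-HGA16 cells with stable Gα16 and human TAAR1 / Times: 17-24 h plating, Fluo-8 75 min 37 °C, 30 min RT / Technique: calcium-sensitive Fluo-8 signal, excitation 470-495, emission 515-575 nm / Measure: % activation relative to PEA EC100 response / Benchmarks: DMSO and PEA EC100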
# * hit, by the source's call; . = no result given.
SMILES,CHRM1 PAM,V1aR counter,OXTR ag,M1 ag,TAAR1 antagonist,OXTR potentiate,CHO parental Ca,M1 antag,TAAR1 agonist
CCOC(=O)N1CCC(NC(=O)c2ccc(CS(=O)(=O)c3c(Cl)cccc3Cl)o2)CC1,6,1.4,0.5,-3,10,-9,-5,-15,2
O=C(COc1ccc2ccccc2c1)N1CCN(c2ccccc2)CC1,2,0.2,0.1,0,9,-1,-4,-6,1
O=C(Nc1ccc(S(=O)(=O)N2CCOCC2)cc1)c1ccc(CN2CCc3ccccc3C2)cc1,.,13,18,.,.,-33,51*,.,.
Cc1noc(C)c1NC(=O)N(C)C[C@@H]1Oc2ccc(NC(=O)CCC(F)(F)F)cc2CC(=O)N([C@@H](C)CO)C[C@@H]1C,1,1.6,2.4,-2,-2,-1,-9,3,8
Cc1ccc2[nH]c(O)c(N=NC(=O)c3ccc(NS(=O)(=O)c4cccs4)cc3)c2c1,5,0.4,-0.1,-6,10,0,-4,-7,0
CCOC(=O)Cn1nnnc1C(CC)N(Cc1cc2ccc(C)cc2[nH]c1=O)C1CCCC1 (stereo not drawn),6,-0.8,-2.4,-3,-22,-3,-19,-8,5
CC(C)c1ccc(NC(=O)NCc2ccc3c(c2)OCO3)cc1,7,1.0,-0.3,-3,6,-7,0,-2,-3
COc1ccc(NC(=O)N2CCC(O)(c3cccnc3)CC2)c(OC)c1,6,1.4,0.2,-4,10,2,-4,-5,-1
CCOc1ccc2oc(C(=O)N(CC)CC(=O)Nc3c(F)cccc3F)c(C)c2c1,1,-1.9,-3.0,0,-42,-9,-10,-12,2
CC(NC(=O)COc1ccccc1)C(=O)N1CCN(c2ccccc2)CC1 (stereo not drawn),-3,0.5,-0.2,-1,7,4,-11,13,8
COc1ccc(NC(=S)NNC(=O)Cn2nc(C(F)F)cc2C(F)F)cc1,8,-1.1,-0.9,-6,-7,-4,-6,-6,0
Nc1cc(OC(=O)c2ccc(F)cc2)nn1S(=O)(=O)c1ccc(F)cc1,-4,0.9,-2.2,-6,-17,-1,-15,3,3
O=C(CSc1nc2ccccc2c(=O)n1-c1ccccc1)N1CCc2ccccc2C1,0,-1.4,-1.7,-4,20,-12,-28,6,6
COc1ccc(OC)c2[nH]c(=O)c(CCNC(=O)C(=O)c3c[nH]c4ccccc34)cc12,-6,2.2,2.5,-1,65*,-2,-17,16,19
CCCc1nc2ccc(C)cn2c1Cc1ccccc1C(F)(F)F,-18,.,.,-8,-18,.,.,10,4
CC1(C(=O)NS(=O)(=O)c2cccc(F)c2)CCN1C(=O)C1(c2ccc(Cl)cc2)CCC1 (stereo not drawn),8,.,.,-3,-5,.,.,-17,0
CC(=O)NC(Cc1ccc(C(C)C)cc1)C(=O)NC1CCN(c2nc(C)cc(C)n2)CC1 (stereo not drawn),7,0.1,0.2,-5,3,-1,13,-14,10
O=C(NN1C(=O)C2C(C1=O)C1C=CC2C12CC2)c1ccc(Cl)cc1 (stereo not drawn),19,-0.6,-0.8,2,-24,-7,-17,-19,0
CC(=O)c1cc(N2CCOCC2)ccc1[N+](=O)[O-],8,.,.,-6,-6,.,.,-1,0
CCc1ccc(C(=O)COC(=O)CCc2nc3ccccc3c(=O)[nH]2)cc1,-3,2.1,0.0,-10,-9,-2,-23,-1,15
CSCCCN1CC[C@@H](N2CCN(c3ccccc3F)CC2)[C@H](O)C1,4,0.7,0.9,-8,-31,-11,-8,-8,1
COc1ccc(NS(=O)(=O)c2cccc(C(=O)NNC(=O)COc3ccccc3)c2)cc1,15,-0.2,-0.8,3,6,-12,-13,-24,2
OC(c1ccc(F)cc1)c1nc(-c2cccc(C(F)(F)F)c2)cs1 (stereo not drawn),6,.,.,-5,2,.,.,-19,-1
N#Cc1cccc(NC(=O)c2cc(C3CCCCN3C(=O)c3ccc4c(c3)CCO4)on2)c1 (stereo not drawn),-3,.,.,-2,42,.,.,-4,6
O=C(O)c1cccc(CSc2nnc(-c3cccnc3)o2)c1,8,.,.,1,-2,.,.,-12,1

# (listing goes on)
SMILES,CHRM1 PAM,V1aR counter,OXTR ag,M1 ag,TAAR1 antagonist,OXTR potentiate,CHO parental Ca,M1 antag,TAAR1 agonist
CC(C)(C)c1ccc(S(=O)(=O)NCC(=O)N2CCN(C(=O)c3ccco3)CC2)cc1,7,1.1,0.7,-3,3,2,-13,-6,9
O=C(c1ccc(N2CN(C(=O)c3ccco3)c3nc4ccccc4nc32)cc1)N1CCOCC1,1,1.0,2.8,-3,53*,-9,-19,0,26
Nc1nonc1C(=O)NCCNc1ccc([N+](=O)[O-])cn1,3,1.6,0.0,-3,-12,-21,-8,5,1
CCN(CC(=O)Nc1ccc(NC(C)=O)cc1)C(=O)c1cccc(S(=O)(=O)N2c3ccccc3CC2C)c1 (stereo not drawn),2,0.4,0.0,-5,7,-12,-20,-1,0
CCCc1nnc(SCC(=O)Nc2nccs2)o1,21,-0.3,0.4,1,-15,-4,-4,-14,5
COCCNC(=O)C(c1ccc(Cl)cc1)N(CCOC)C(=O)CCC(=O)Nc1nccs1 (stereo not drawn),1,-1.0,-0.8,-2,3,-5,-12,-2,-1
OCCNC(=S)Nc1ccc(Cl)c(Cl)c1,3,5.7,6.0,-2,-13,-10,7,-2,8
COc1ccc(C(=O)CSc2nnc(-c3ccco3)n2CC2CCCO2)cc1 (stereo not drawn),7,-1.2,-0.7,-2,-4,-10,-24,-7,6
CCc1ccc(-c2cc3c(=O)n(CC(=O)NCc4ccccc4F)ncn3n2)cc1,-2,0.2,1.1,-2,4,0,-1,10,5
COc1ccc2sc(C)[n+](C)c2c1,0,1.1,2.2,-2,16,4,-12,-1,8
CCCCC(CC)CO (stereo not drawn),7,1.2,2.1,-1,-24,0,-5,-12,1
Cc1cc(=O)[nH]c(SCC(=O)Nc2nc(-c3ccccc3)c(-c3ccccc3)o2)n1,6,0.0,-1.3,-6,-24,-1,-5,-4,0
COC(=O)c1ccc(NC(=O)CSc2nnnn2C2CCCCC2)cc1,12,1.4,0.5,-2,65*,-13,-17,-9,19
CCN(CC(=O)Nc1ccc(OC)cc1)C(=O)c1cc2c(s1)CCCCC2,1,0.2,-1.2,-5,-13,-4,-12,-2,-2
Cn1cccc1C(C#N)(CC#N)c1cccc(F)c1C#N (stereo not drawn),6,1.4,-0.4,-4,-21,-8,-14,-5,3
Cn1nc(-c2ccc3c(c2)OCCO3)c2ccccc2c1=O,-15,9.1,10,-1,10,-24,14,17,5
CCOCCc1c(O)nc(SCC(=O)NCc2ccco2)[nH]c1=O,-4,-1.4,-0.5,1,2,-5,1,15,4
Cc1ccc(C(=O)Nc2nc(-c3cccnc3)cs2)o1,8,0.7,0.4,0,25,-6,-22,-3,9
Cc1cc(C)n2nc(C(=O)OCC(=O)N(C)C3CCS(=O)(=O)C3)nc2n1 (stereo not drawn),-4,0.2,0.3,-4,20,-2,-4,13,1
COC(=O)CCC/C=C1/SCC(NC(=O)c2ccccc2)C1=O (stereo not drawn),4,-0.5,-0.2,-2,4,-1,-12,-4,10
O=C(C=Cc1ccccn1)c1ccccc1O,5,.,.,-1,-10,.,.,-13,8
CC1(C)N=C(c2ccccn2)C(C)(C)N1O,-1,0.0,-0.2,-2,11,-12,-3,2,3
Cc1cccn2c(=O)c(/C=C(\C#N)C(=O)NC3CCS(=O)(=O)C3)c(N3CCC(C(N)=O)CC3)nc12 (stereo not drawn),5,0.6,-0.4,-11,1,-7,-4,-6,4
c1ccc(Cc2c(-c3ccccc3)nc3c4ccccc4ccn23)cc1,4,.,.,-6,-7,.,.,-12,0
Cc1ccc(-c2cc(C(=O)N3CCN(C4CCS(=O)(=O)C4)CC3)c3ccccc3n2)cc1 (stereo not drawn),-5,2.1,1.1,-5,24,-5,-22,21,10

# (listing goes on)
SMILES,CHRM1 PAM,V1aR counter,OXTR ag,M1 ag,TAAR1 antagonist,OXTR potentiate,CHO parental Ca,M1 antag,TAAR1 agonist
CCCCc1cc(=O)oc2cc(C)cc(OC(C)C(=O)NCc3ccncc3)c12 (stereo not drawn),-1,4.3,1.5,2,13,-8,-15,5,5
CC(=O)c1ccc(NC(=O)c2ccc3nc(C)sc3c2)cc1,5,1.0,0.8,-2,14,-13,-12,-10,3
O=C(NN=Cc1ccc(O)cc1)c1ccccc1NS(=O)(=O)c1cccs1,4,2.1,1.4,1,9,-10,1,-3,7
NC(=O)c1ccsc1NC(=O)COc1ccccc1,3,1.0,1.3,-2,.,-7,-10,2,.
CCc1ccc(OCCNC(=O)c2cccs2)cc1,-7,1.6,0.7,-3,6,-16,13,3,9
CCOc1cc(S(=O)(=O)N2CCCCCC2)ccc1F,1,-1.0,-1.4,-13,4,-7,-18,-6,1
CCC1(c2ccccc2)NC(=O)N(CC(=O)Nc2cc(S(=O)(=O)N3CCCCC3)ccc2N(C)C)C1=O (stereo not drawn),3,0.1,0.3,-2,-1,-8,-36,-3,0
CCCC12CN3CC(C)(CN(C1)C3c1ccco1)C2=O (stereo not drawn),2,1.4,0.3,5,9,-8,3,-4,8
C[C@@H](OC(=O)N1CCCCC1)[C@H]1O[C@]2(C)CCCC[C@H]1O2,5,0.9,-0.1,-4,-8,-2,3,3,19
CN1CCC(=NNC(=O)CN(c2ccccc2)S(=O)(=O)c2ccccc2)CC1,0,0.2,-0.5,-4,-20,-8,-18,2,1

# Reprinted at random: two records from the list.
SMILES,CHRM1 PAM,V1aR counter,OXTR ag,M1 ag,TAAR1 antagonist,OXTR potentiate,CHO parental Ca,M1 antag,TAAR1 agonist
CCc1ccc(OCCNC(=O)c2cccs2)cc1,-7,1.6,0.7,-3,6,-16,13,3,9
O=C(NN=Cc1ccc(O)cc1)c1ccccc1NS(=O)(=O)c1cccs1,4,2.1,1.4,1,9,-10,1,-3,7

# Compounds as they come; about 3.7% have a hit in one of these screens.
